# Ecoli viability – bacterial growth inhibition, counter-screen for AddAB inhibitors. AID 449728. 330,000 tested, 0.27% active. inhibition, % at 11.9 µM. E. coli V3065 growth, OD600 absorbance, 18 h;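 active = inhibition above the campaign's mean inhibition across all tested compounds plus 3 SD, cut at about 9.9% in these data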;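 note: uninfected addAB+ strain grown without phage in ampicillin broth; 0% = DMSO wells and 100% = ciprofloxacin 0.95 µg/ml wells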
# MITF TRPM1 HTS – increases MITF-driven TRPM1 promoter luciferase signal. AID 588334. 300,000 tested, 0.75% active. activation, % at 12.5 µM. SK-MEL-5 TRPM1-promoter luciferase, 24 h; % of positive control, neutral wells = 0;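 active = mean activation of at least 80% with every replicate also reaching 80%; inconclusive = mean reaches 80% but some replicate falls short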;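 note: 0% = neutral control wells and 100% = parthenolide positive control wells; values of inactives mirror those of a sister screen read the other way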
# SR-BI DiI-HDL act – activators of SR-BI mediated HDL lipid uptake | CHO ldlA[mSR-BI] cells, DiI-HDL uptake fluorescence, 3 h; 100 = double the neutral-control signal | activation, % at 12.5 µM | 320,000 tested, 0.096% active;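 active = mean replicate activation of at least 60% and every replicate at or above 60%; inconclusive = mean or all-replicate condition met, but not both; inactive = mean below 60% and not all replicates reaching 60%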;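 note: 0% = median plate neutral-control signal and 100% = twice that signal; values of inactives mirror those of a sister screen read the other way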
#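 Material: SR-BI-overexpressing, LDLR-lacking CHO cells; schedule: compound exposure 3 h, 37 °C; reagent: DiI-labelled HDL at 10 µg/mL final; technique: bottom-read fluorescence, 550/595 nm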
# AddAB inh – less growth of phage-infected E. coli with AddAB; E. coli expressing H. pylori AddAB, absorbance growth; inhibition, % at 11.9 µM; 330,000 tested, 0.29% active; in the data active = inhibition above about 12%;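 note: 0% = vehicle wells of infected cells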
# CAL PDZ FP-1 – CAL PDZ (human) peptide binding inhibition; AID 602252; inhibition, % at 24.9 µM; purified CAL PDZ, TMR-peptide fluorescence polarization, 1 h; 300,000 tested, 0.92% active;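 active = mean inhibition of at least 30% with at least half of replicates also reaching 30%; inconclusive = no clear call, values can overlap the other calls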;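 note: 0% = DMSO neutral control and 100% = excess unlabeled competitor peptide PRC23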
# SR-BI DiI inh – inhibitors of mouse SR-BI mediated HDL lipid uptake; ldlA[mSR-BI] CHO cells, DiI-HDL uptake fluorescence, 3 h; inhibition, % at 12.5 µM; 320,000 tested, 0.96% active; AID 488896;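 active = mean replicate inhibition of at least 70% and a set share of replicates each scoring 70 or more; inconclusive = meets just one of the two criteria; inactive = fails both criteria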;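 note: 0% = median of neutral control wells and 100% = median of positive control wells; values of inactives mirror those of a sister screen read the other way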
# Target sequence (Q61009 whole entry, looked up): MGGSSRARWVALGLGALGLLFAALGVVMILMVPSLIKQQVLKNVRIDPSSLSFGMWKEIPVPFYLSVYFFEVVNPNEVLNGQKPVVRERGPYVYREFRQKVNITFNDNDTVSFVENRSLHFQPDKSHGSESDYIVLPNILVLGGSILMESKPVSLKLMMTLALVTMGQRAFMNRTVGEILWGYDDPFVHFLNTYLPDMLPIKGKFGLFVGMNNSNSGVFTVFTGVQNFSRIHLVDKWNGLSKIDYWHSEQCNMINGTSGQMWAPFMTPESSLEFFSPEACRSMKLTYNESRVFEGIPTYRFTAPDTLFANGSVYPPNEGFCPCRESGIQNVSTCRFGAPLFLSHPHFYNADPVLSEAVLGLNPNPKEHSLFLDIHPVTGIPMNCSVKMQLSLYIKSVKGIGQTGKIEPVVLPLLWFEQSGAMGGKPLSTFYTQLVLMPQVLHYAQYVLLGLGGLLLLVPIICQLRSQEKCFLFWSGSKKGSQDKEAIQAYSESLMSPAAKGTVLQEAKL
# CAL PDZ FP-2 – human CAL PDZ-peptide interaction inhibition | Q9HD26 | purified CAL PDZ, TMR-peptide fluorescence polarization, 1 h | inhibition, % at 20 µM | 330,000 tested, 0.02% active | AID 504414;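 active = highest replicate inhibition of at least 40%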;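 note: plate controls were DMSO neutral control wells for no effect and unlabeled competitor peptide control wells for full effect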
#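 material = purified tagged CAL PDZ domain construct (CerCALP) | buffer or medium = sodium phosphate/NaCl buffer pH 7.4 with TCEP, IgG, Thesit | reagent = TMR-labelled reporter peptide T*-PRC34 bound in PDZ groove | incubation = 1 h room-temperature incubation prior to read | measured by = fluorescence polarization (mP) | evaluation = percent inhibition from loss of millipolarization | control set = unlabelled peptide and DMSO controls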
# phage Ecoli inh – E. coli growth loss with phage present | growth absorbance | inhibition, % at 11.9 µM | 360,000 tested, 0.26% active | AID 651602; in the data active = inhibition above about 11%
# Tat export inh – blocks Tat-dependent protein export in E. coli | E. coli MC4100 TorA-mCherry Tat export, fluorescence | inhibition, % at 10 µM | 340,000 tested, 0.036% active | AID 488895;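 active = mean replicate inhibition at least 50% and at least half of replicates individually reaching 50%; inconclusive = only one of the two criteria met; inactive = neither criterion met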;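 note: exported cargo escapes ClpAP degradation while cytoplasmic cargo is degraded and loses fluorescence; 0% = median of neutral control wells and 100% = median of NaSCN control wells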
# Wnt bcat act – activators of Wnt/beta-catenin signaling | Wnt/beta-catenin reporter cell assay, activator, plate reader | activation, % at 9.35 µM | 300,000 tested, 1.2% active | AID 743398; in the data active = activation above about 30%, passing the limit was not always enough; inconclusive = no clear call, values can overlap the other calls;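 note: 0% = neutral control wells and 100% = positive control wells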
# * hit, by the source's call; ? = inconclusive; . = no result given.
SMILES,Ecoli viability,MITF TRPM1 HTS,SR-BI DiI-HDL act,AddAB inh,CAL PDZ FP-1,SR-BI DiI inh,CAL PDZ FP-2,phage Ecoli inh,Tat export inh,Wnt bcat act
O=C(O)C1CCCCC1C(=O)N1CCCC1 (centres undefined),1.1,8,3,0.8,-2,-3,-0.4,5.3,-1,-9
CCOC(=O)N1CCN(S(=O)(=O)c2ccc3c4c(cccc24)C(=O)N3)CC1,0.3,-14,10,0.4,-7,-10,-2.8,-1.4,-11,-1
CC1CN(C(=O)CCC(=O)NC(C)c2ccccc2)c2cc(Cl)ccc2O1 (centres undefined),-2.9,.,-18,-1.5,-2,18,-0.7,4.5,-5,-1
O=C(Nc1ccc(F)cc1)c1ccc2ncsc2c1,-0.3,73,7,0.8,-5,-7,-2.2,2.2,2,20
Cc1nn(CC(=O)N2CCOCC2)c(=O)c2c1sc1ccccc12,1.1,-1,6,-0.1,.,-6,0.1,1.3,-8,1
CN(C(=O)C(C)(C)C)c1ccc(OCC(=O)N2CCc3ccccc3C2)cc1,2.0,-27,-95,2.4,-3,95*,-0.7,2.5,0,-4
Cc1ccccc1C(=O)N1CCN(S(=O)(=O)c2cccs2)CC1,1.4,-1,13,-2.1,-5,-13,-2.6,-1.2,4,0
CCc1ccc(S(=O)(=O)N2CCN(Cc3ccco3)CC2)cc1,-2.7,0,10,0.7,.,-10,0.0,0.9,7,0
O=S(=O)(/C=C/c1ccccc1)N1CCN(c2cccc(Cl)c2)CC1,0.6,-12,-8,-0.5,10,8,.,3.0,-2,.
CCN(CC)CCCN=Cc1c(-c2ccccc2)[nH]n(-c2nc3ccccc3s2)c1=O,-2.4,-22,.,0.4,-3,.,-4.9,0.6,1,1
O=C(CCOc1ccccc1)Nc1ccccc1[N+](=O)[O-],2.7,7,17,5.2,-4,-17,-0.6,6.7,-3,2
Cc1ccc(N=C(NOC(=O)c2ccccc2)c2nonc2N)c(C)c1,1.3,2,2,1.7,-1,-2,0.2,1.7,1,.
CCCCC(CC(C)O)c1n[nH]c(=S)n1-c1ccccc1 (centres undefined),-0.3,0,22,3.7,-2,-22,0.7,2.1,12,-2
Cc1ccc(/C=c2\s/c(=C(/C#N)C(=O)N3CCCC3)n(Cc3ccco3)c2=O)s1,1.4,.,-17,3.1,-3,17,-0.6,2.2,-21,.
COc1ccc2sc(NC(=O)c3ccco3)nc2c1,-0.7,-1,-22,0.1,-2,22,-4.9,2.3,-4,6
Cc1c(CC(=O)NCC(=O)O)c(=O)oc2cc3c(cc12)CCC(C)(C)O3,-2.8,2,9,0.9,-2,-9,0.0,2.7,12,-1
CCn1nc(NS(=O)(=O)c2ccc([N+](=O)[O-])cc2)c2cc3cc(C)ccc3nc21,0.7,5,-4,2.6,4,4,-1.0,-0.9,5,0
CC(=O)c1ccc(S(=O)(=O)Nc2ccc3c(c2)OCO3)cc1,1.3,4,-15,2.2,4,15,0.5,2.8,2,-2
O=C(/C=C/c1ccco1)N/C(=C\c1ccccc1)C(=O)NCCc1nc2ccccc2[nH]1,-1.5,11,-5,2.5,-5,5,-1.5,4.2,8,.
COc1ccc(-c2nc(CS(=O)(=O)CC(=O)NCCc3cc(OC)ccc3OC)c(C)o2)cc1,-1.4,-2,-53,0.8,-3,53,-0.7,2.2,-1,.
CC(C)Cc1ccc(/C=C/C(=O)N2CCCCC2)cc1,0.1,70,.,1.4,-2,.,-0.1,-0.9,9,-2
COc1cccc(OC)c1C(=O)Nc1ccc(Cc2ccncc2)cc1,-1.8,9,-5,0.5,3,5,-1.5,3.1,-1,.
CCOC(=O)CC(=O)NC1(Cc2ccc(O)cc2)CCCCC1,-0.6,1,.,3.3,-3,.,-2.6,3.4,0,-7
C=CCNC(=O)CSc1nnc(-c2ccccc2Br)n1-c1cccc(C(F)(F)F)c1,2.8,-6,-5,0.7,-3,5,-1.0,-1.0,-3,-7
Cc1ccc2nc(CSc3nnc(-c4ccco4)n3-c3ccccc3)cc(=O)n2c1,-1.0,-6,20,2.1,0,-20,-1.1,1.0,1,.

# Structures above printed as active in SR-BI DiI inh.
Compound	MITF TRPM1 HTS	SR-BI DiI-HDL act	AddAB inh	CAL PDZ FP-1	SR-BI DiI inh	CAL PDZ FP-2	phage Ecoli inh	Tat export inh	Wnt bcat act
CN(C(=O)C(C)(C)C)c1ccc(OCC(=O)N2CCc3ccccc3C2)cc1	-27	-95	2.4	-3	95*	-0.7	2.5	0	-4

# (continued)
SMILES,Ecoli viability,MITF TRPM1 HTS,SR-BI DiI-HDL act,AddAB inh,CAL PDZ FP-1,SR-BI DiI inh,CAL PDZ FP-2,phage Ecoli inh,Tat export inh,Wnt bcat act
O=C(N/N=C/c1cccnc1)c1cc(-c2ccccc2)nc2ccccc12,0.2,-9,-26,0.7,-3,26,-4.5,4.7,-10,-1
COc1ccc(CN2CC(=O)N(c3cccc(Cl)c3)C2=S)cc1OC,-0.2,3,-16,0.0,-3,16,-0.6,2.2,-3,1
O=C1c2ccccc2C(=O)N1Cc1nc2ccccc2c(=O)n1CCN1CCOCC1,3.4,0,1,0.6,3,-1,0.8,3.1,13,.
NC(=O)c1ccsc1NC(=O)CSc1nc2ccccc2c(=O)n1CCCO,-2.0,4,-26,2.3,2,26,-2.5,-0.4,7,.
C1CN(CC2COC(CN3CCOCC3)CO2)CCO1 (centres undefined),.,5,-4,.,2,4,0.3,2.9,-1,1
O=C1C(Cl)=C(N2CCOCC2)C(=O)N1c1ccc(Br)cc1,-2.1,.,-4,2.0,0,4,0.9,2.2,13,0
O=C(Cn1c(C(F)(F)F)nc2ccccc21)Nc1ccccc1N1CCOCC1,2.7,5,-15,3.1,-3,15,-1.1,0.4,-3,.
CC(=O)N1c2ccc(S(=O)(=O)N3CCCC3)cc2CC1C(=O)NCc1ccccc1F (centres undefined),0.7,-6,1,3.2,4,-1,-0.9,2.7,-1,2
COC(=O)C1=C(O)/C(=C\c2ccc(OCC(=O)Nc3ccccc3OC)cc2)N=C1C,0.9,10,2,-0.3,73*,-2,0.3,2.4,-4,-1
COC(=O)Cn1c(=O)cnc2ccccc21,-2.9,1,8,1.5,-12,-8,-3.0,2.4,-6,.
O=C(COc1ccc(Br)cc1)NCCCn1ccnc1,2.5,9,?,4.8,1,-68,-1.6,2.6,-8,-3
CN1/C(=C\C(=O)CSc2nnc(NCc3ccccc3)s2)C(C)(C)c2ccccc21,-0.1,-5,-9,2.6,-2,9,-2.0,2.0,3,-5
O=C(CCC1CCN(C(=O)c2cc(C(F)(F)F)ccc2Cl)CC1)NC1CC1,0.4,25,3,3.0,-4,-3,-2.1,4.2,-13,-1
C/C(=N\NC(=O)CCC(=O)N/N=C(\C)c1ccc(C)o1)c1ccc(C)o1,-0.2,.,.,6.9,.,.,.,3.1,.,-1
Cc1csc(SCC(=O)NC2CCCC2)n1,-0.7,7,23,-2.1,0,-23,-0.8,-1.3,10,-3
O=C(NCCc1ccccc1)c1ccc(CS(=O)Cc2ccc(Cl)cc2)o1 (centres undefined),-1.4,1,0,-0.8,-2,0,-0.6,2.6,-6,-2
CCOCCn1c(C(C)C)nc2ccccc21,-2.2,-6,.,-0.2,0,-24,-0.7,1.6,-5,0
Cc1nc2cc(NC(=O)c3ccc(N4C(=O)CCC4=O)cc3)ccc2s1,0.2,1,4,6.6,-3,-4,-0.9,1.1,5,-2
O=C(NCCc1cccc(Cl)c1)c1cc([N+](=O)[O-])ccc1Cl,0.0,2,11,3.0,1,-11,0.9,3.9,1,-1
CCC(C)(C)NC(=O)C(OC(=O)c1ccco1)c1ccccc1OC (centres undefined),-0.9,22,2,-0.2,-1,-2,-1.1,2.1,3,-4
CCCCc1cc(=O)oc2cc(OCC(=O)N3CCc4ccccc43)ccc12,-0.6,-11,28,-1.1,1,-28,-2.2,3.7,0,2
COc1ccc(C2Cc3ccccc3C(=O)O2)cc1 (centres undefined),-0.5,13,-5,5.3,6,5,-0.9,1.7,2,.
CN(C)CCN(C(=O)c1cc(Cl)sc1Cl)c1nc2ccc(F)cc2s1,2.8,-8,-18,2.2,0,18,-1.7,4.2,0,14
COc1ccc(/C=N/NC(=O)c2ccc(Br)cc2)cc1CN1CCOCC1,-0.5,.,.,-0.5,.,.,-3.4,0.8,1,-1
CCOC(=O)/C(C#N)=C/c1ccc(OC)c(OC)c1,-2.4,8,2,3.2,0,-2,-2.1,2.1,-1,-5

# Single records (already shown). Screens in order: Ecoli viability | MITF TRPM1 HTS | SR-BI DiI-HDL act | AddAB inh | CAL PDZ FP-1 | SR-BI DiI inh | CAL PDZ FP-2 | phage Ecoli inh | Tat export inh | Wnt bcat act
# Cc1csc(SCC(=O)NC2CCCC2)n1 as listed: -0.7 | 7 | 23 | -2.1 | 0 | -23 | -0.8 | -1.3 | 10 | -3
# NC(=O)c1ccsc1NC(=O)CSc1nc2ccccc2c(=O)n1CCCO as listed: -2.0 | 4 | -26 | 2.3 | 2 | 26 | -2.5 | -0.4 | 7 | .
# Cc1nc2cc(NC(=O)c3ccc(N4C(=O)CCC4=O)cc3)ccc2s1 as listed: 0.2 | 1 | 4 | 6.6 | -3 | -4 | -0.9 | 1.1 | 5 | -2
# O=C1C(Cl)=C(N2CCOCC2)C(=O)N1c1ccc(Br)cc1 as listed: -2.1 | . | -4 | 2.0 | 0 | 4 | 0.9 | 2.2 | 13 | 0
# COc1ccc(/C=N/NC(=O)c2ccc(Br)cc2)cc1CN1CCOCC1 as listed: -0.5 | . | . | -0.5 | . | . | -3.4 | 0.8 | 1 | -1

# Next structures
SMILES,Ecoli viability,MITF TRPM1 HTS,SR-BI DiI-HDL act,AddAB inh,CAL PDZ FP-1,SR-BI DiI inh,CAL PDZ FP-2,phage Ecoli inh,Tat export inh,Wnt bcat act
Cc1cc(NC(=O)CSCC(=O)N(c2ccc(F)cc2)C(C(=O)NC2CCCCC2)c2ccc(O)c(O)c2)no1 (centres undefined),-1.7,-15,27,4.7,0,-27,0.0,0.1,11,.
Cc1ccc(S(=O)(=O)N(Cc2n[nH]c(=S)n2-c2ccccc2)c2cccc(Cl)c2)cc1,1.8,4,2,0.5,3,-2,-0.9,3.2,8,-16
O=C(Cn1nnc2ccccc2c1=O)N[C@H](C(=O)O)c1ccccc1,0.8,-1,.,-0.6,.,.,-1.2,0.5,3,0
COc1cc(OC)nc(Oc2ccccc2C(=O)Oc2cccc(C)c2)n1,1.2,0,-24,2.8,1,24,-3.3,2.6,3,.
CN(C(=O)COC(=O)C1c2ccccc2Oc2ccccc21)C1CCS(=O)(=O)C1 (centres undefined),-2.6,.,-17,3.4,.,17,0.2,0.6,-2,-2
Cc1cc(C)nc(SCc2nnc(SCC(=O)N3CCCc4ccccc43)n2C)n1,2.2,5,8,1.6,-1,-8,0.2,3.6,-4,-2

# Bioassay records (PubChem BioAssay)
